Compound activity: PubChem, several laboratories
Bim-Bcl-2: disrupts Bim peptide binding to human Bcl-2. P10415. 190,000 compounds, 0.06% hits. Bead-based flow cytometry, Bim peptide-Bcl-2 binding. inhibition, % at 10 µM; in the data active = inhibition above about 40%; inconclusive = no clear call, values can overlap the other calls;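 note: 0% = no compound wells with probe peptide and 100% = reference peptide inhibitor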
Target sequence (P10415 whole entry, looked up): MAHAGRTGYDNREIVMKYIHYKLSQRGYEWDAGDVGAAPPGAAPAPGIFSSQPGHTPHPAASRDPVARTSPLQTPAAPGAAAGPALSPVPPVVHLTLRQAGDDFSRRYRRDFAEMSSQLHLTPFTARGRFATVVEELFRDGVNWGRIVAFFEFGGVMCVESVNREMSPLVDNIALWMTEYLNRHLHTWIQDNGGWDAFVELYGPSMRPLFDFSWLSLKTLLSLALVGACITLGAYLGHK
RGS4-Gao reg: modulates binding of RGS4 to human Galphao. Multiplexed bead flow cytometry; actives lie on both sides. binding response (% of control), % at 10 µM. 220,000 compounds, 0.33% hits. P09471; in the data active = binding response below about 49% or above about 150%; inactive = in between;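 note: fluorescent Galphao activated with aluminum fluoride binding bead-coupled RGS4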
Target sequence (P09471 whole entry, looked up): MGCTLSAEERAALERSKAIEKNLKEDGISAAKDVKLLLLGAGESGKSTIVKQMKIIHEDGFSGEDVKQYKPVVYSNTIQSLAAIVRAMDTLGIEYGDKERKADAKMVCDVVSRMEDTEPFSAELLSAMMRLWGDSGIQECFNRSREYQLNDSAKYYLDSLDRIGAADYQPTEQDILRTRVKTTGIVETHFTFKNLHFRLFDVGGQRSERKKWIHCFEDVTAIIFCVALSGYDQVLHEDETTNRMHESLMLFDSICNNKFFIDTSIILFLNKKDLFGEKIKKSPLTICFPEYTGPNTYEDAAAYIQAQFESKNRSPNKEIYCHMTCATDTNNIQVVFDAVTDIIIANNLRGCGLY
Mcl1 Bid PPI: disrupts binding of human Mcl-1 to Bid peptide; TR-FRET Mcl-1/Bid-Dy647 peptide binding, 1536-well; inhibition, % at 21.7 µM; 220,000 compounds, 0.97% hits; AID 1021;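 active = compounds that cut the binding signal by more than half at the single screening dose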;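 note: His-tagged Mcl-1 with europium anti-His antibody binding Bid BH3 peptide; 0% = Mcl-1 plus peptide wells and 100% = peptide-only wells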
Bim-Bfl-1: disrupts Bim binding to human Bfl-1; inhibition, % at 10 µM; Q16548; 190,000 compounds, 0.12% hits; AID 1008; Bead-based flow cytometry, Bim-Bfl-1 binding inhibition;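 note: 0% = wells without compound plus tracer and 100% = blocker peptide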
Bim-Mcl-1: disrupts Bim peptide binding to human Mcl-1 | Bead-based flow cytometry, Bim peptide-Mcl-1 binding | AID 1009 | Q07820 | inhibition, % at 10 µM | 190,000 compounds, 0.1% hits;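 note: 0% = no compound tracer wells and 100% = peptide blocker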
GSH bead fluor: GSH bead compound fluorescence profile | GSH beads flow cytometry, compound fluorescence 488/530 nm; stronger effect = higher value | fluorescence (KMESF) at 10 µM | 190,000 compounds, 0.25% hits; in the data active = fluorescence above about 89;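 note: glutathione beads carrying GST-tagged Bcl family fusion proteins plus one bare bead set; values are compound well signal with DMSO vehicle wells as background; inactives centre near 16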
RGS7-Gao: human RGS7-Galphao interaction regulation. P09471. Multiplexed bead flow cytometry, RGS7-Galphao binding; actives lie on both sides. binding response (% of control), % at 10 µM. 220,000 compounds, 0.35% hits. AID 1439; in the data active = binding response below about 49% or above about 150%; inconclusive = no clear call, values can overlap the other calls; inactive = in between;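 note: fluorescent Galphao held in activated GDP-AlF4 state binding bead-coupled RGS7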
Bim-Bcl-XL: inhibitors of Bim-Bcl-XL interaction, human. Q07817. Bim peptide-Bcl-XL binding, bead flow cytometry, fluorescence. inhibition, % at 10 µM. 190,000 compounds, 0.04% hits. AID 1007
Bcl-B Bim block: disrupts Bim peptide binding to human Bcl-B. bead-based flow cytometry. inhibition, % at 10 µM. 190,000 compounds, 0.073% hits;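 note: 0% = tracer peptide without compound and 100% = reference inhibitor peptide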
RGS8-Gao reg: regulators of human RGS8-Galphao interaction. response (percent of control binding), % at 10 µM. AID 1423. multiplexed bead flow cytometry, RGS8-Galphao binding; actives lie on both sides. 220,000 compounds, 0.34% hits; in the data active = response below about 60% or above about 140%; inactive = in between;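 note: Galphao activated as the GDP aluminium fluoride complex binding bead-coupled RGS8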
Bim-Bcl-W: disrupts Bim peptide binding to human Bcl-W | Q92843 | bead-based flow cytometry | inhibition, % at 10 µM | 190,000 compounds, 0.02% hits | AID 952;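 note: 0% = bound tracer without compound and 100% = peptide blocker; higher means less fluorescent Bim peptide bound to Bcl-W beads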
Target sequence (Q92843 whole entry, looked up): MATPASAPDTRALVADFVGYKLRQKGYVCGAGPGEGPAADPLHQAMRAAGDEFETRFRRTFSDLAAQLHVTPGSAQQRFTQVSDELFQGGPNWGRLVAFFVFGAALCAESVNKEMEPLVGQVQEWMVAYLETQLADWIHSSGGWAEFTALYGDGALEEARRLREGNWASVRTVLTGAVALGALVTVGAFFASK
Numbers without * were called inactive; ? = inconclusive; . = not tested or not shown; [ ] = another dose, or the depositor's remark. Cut-off read from the data, not from the text of the source, unless noted: active = inhibition above about 40%. Not a hit list, and some 1.8% of all compounds hit somewhere here.

item	Structure	Bim-Bcl-2	RGS4-Gao reg	Mcl1 Bid PPI	Bim-Bfl-1	Bim-Mcl-1	GSH bead fluor	RGS7-Gao	Bim-Bcl-XL	Bcl-B Bim block	RGS8-Gao reg	Bim-Bcl-W
1	COc1ccccc1C(=O)NCCCN1CCCC1=O	-6	86	-6	-8	-9	34	87	-14	-10	85	-5
2	O=C(C1CCCC1)N1CCN=C1SCc1cccc([N+](=O)[O-])c1	0	102	-34	3	-3	19	94	0	2	102	-5
3	Cc1cc(C(=O)Nc2c(F)cc(F)cc2Br)no1	-5	94	-1	-1	1	62	95	-1	-2	100	0
4	COc1ccc(NC(C(=O)Nc2cccc(C(C)=O)c2)c2ccccc2)cc1 (configuration not stated)	0	95	-65	2	1	5	98	-4	-3	98	0
5	COc1cccc(NC(=O)CCSc2nnc3scc(-c4ccccc4)n23)c1	-1	100	1	0	0	20	99	0	3	109	1
6	O=C(CSc1nc2ccccc2n1CCc1ccccc1)c1ccc(O)c(O)c1	-4	91	52*	-1	-3	14	82	-7	-20	92	-1
7	C=C(C)Cn1c(SCC(=O)O)nnc1-c1ccccc1	-7	108	14	-7	1	60	108	14	-7	106	1
8	O=C(Nc1nccs1)c1ccc(NC(=O)c2ccco2)cc1	2	104	-15	-1	2	10	101	0	0	101	5
9	COc1cc(OC)cc(C(=O)NCCNC(=O)c2ccco2)c1	2	100	-12	-1	0	16	100	-3	-4	103	-1
10	Cc1cc(C)c(NC(=O)CN2C(=O)NC3(CCOc4ccccc43)C2=O)c(C)c1 (configuration not stated)	-10	110	-9	-11	-1	5	110	-3	-10	112	-1
11	O=C(COC(=O)c1cn(-c2ccccc2)nc1-c1cccs1)NC1CC1	-4	101	-3	-3	-1	26	101	-4	-3	102	-4
12	CCC(c1nnnn1Cc1ccco1)N1CCC(C(N)=O)CC1 (configuration not stated)	0	100	-7	6	0	22	99	2	0	98	7
13	O=C(NCCc1ccc(Cl)cc1)c1ccc2nc[nH]c2c1	-4	102	-10	2	-1	10	102	-1	-1	100	-3
14	Cc1onc(-c2ccccc2)c1C(=O)N1CCC(C)CC1	-1	95	5	3	-1	14	97	-5	-5	82	-4
15	CCC(C)C1=CC(=Nc2c(C)n(C)n(-c3ccccc3)c2=O)C=C(C(C)CC)C1=O (configuration not stated)	-1	104	-46	-6	0	14	102	-5	-6	106	-1
16	CC1=C(C(=O)O)N2C(=O)C(NC(=O)c3nn(C)cc3Cl)C2SC1 (configuration not stated)	2	100	17	1	6	9	98	0	-3	98	6
17	CS(=O)(=O)N1CCN(c2ccccc2NC(=O)c2ccc3ccccc3c2)CC1	-4	100	-6	0	-6	13	96	-5	-9	100	-7
18	CCN1CCCC1CNC(=O)C1CCN(C(=O)c2cc3sccc3n2Cc2ccc(F)cc2)CC1 (configuration not stated)	-3	102	-6	-1	-1	15	100	4	0	98	2
19	COc1cc(CN2CCNC(=O)C2CC(=O)N2CCCCO2)cc(OC)c1 (configuration not stated)	0	103	-50	-2	2	18	103	1	0	105	1
20	CCC(C)NC(=O)CSc1nc2c(sc(=S)n2Cc2ccco2)c(=O)n1-c1ccccc1 (configuration not stated)	-4	97	-4	-4	1	34	93	-10	-8	97	-2
21	COc1ccc(-n2cnnc2SCC(=O)Nc2cc(C(C)(C)C)nn2-c2ccccc2)cc1	-1	103	-27	1	6	14	101	4	6	105	2
22	CCOC(=O)c1[nH]n(-c2ccc(Cl)cc2)c(=O)c1C	-1	103	-55	0	0	6	103	0	0	104	0
23	COc1cc(/C=N/N=C2/NC(=O)C(Cc3ccc(F)cc3)S2)ccc1O (configuration not stated)	3	99	7	-5	1	14	96	0	-1	98	-3
24	O=C(c1cc2nc(-c3ccco3)cc(C(F)(F)F)n2n1)N1CCc2ccccc2C1	0	98	5	1	-6	17	97	-8	-6	99	-5
25	Cc1ccc(OCc2nc(-c3ccccc3)no2)c(C)c1	-3	100	7	-1	-2	20	99	-1	-1	106	-2
26	CCOC(=O)C1=C(C)NC2=C(C(=O)c3ccccc32)C1c1ccc(O)cc1 (configuration not stated)	-8	98	-46	-11	-1	16	104	-4	-5	98	-4
27	CCCS(=O)(=O)n1nc(-c2ccc(C)cc2)cc1N	-10	92	-25	-14	0	18	96	-6	-3	99	0
28	CCOC(=O)C(=O)c1cn(C2OCC(OC(C)=O)C(OC(C)=O)C2OC(C)=O)c2ccccc12 (configuration not stated)	-4	104	-14	-3	-6	11	101	-4	-11	101	-6
29	COc1ccc(CC(=O)Nc2c3c(nn2-c2cccc(C)c2C)CS(=O)C3)cc1 (configuration not stated)	-5	96	-23	-15	-1	19	95	-3	-7	96	0
30	COC(=O)c1c(C)[nH]c(O)c1C=Nc1ccc(C#N)cc1	0	100	-33	-6	1	11	99	0	-5	99	0
31	COc1ccc(NC(=O)CSc2nnc(Cn3nnc4ccccc43)n2C)cc1	-2	100	-31	-7	3	26	99	-1	-3	100	1
32	COc1ccc(N(CC(=O)NCc2ccccc2OC)S(=O)(=O)c2c(C)nn(C)c2C)cc1	-8	102	-19	-6	1	21	103	-1	-7	102	3
33	COc1cccc(C(=O)O/N=C2\CCS(=O)(=O)c3sccc32)c1	-1	98	-37	-1	-3	21	103	1	-3	101	-2
34	OC(COc1ccc(Br)cc1)CN1CCOCC1 (configuration not stated)	-7	.	-19	-5	0	41	.	-3	-5	.	2
35	CCOC(=O)c1oc2ccc(OC)cc2c1NC(=O)CN1CCN(C)CC1	-1	90	-27	-12	2	25	93	-2	-4	95	2
36	COc1cccc(C2NC(=O)c3ccccc3O2)c1OCc1ccccc1F (configuration not stated)	-7	100	-9	-7	-3	14	96	-4	-6	98	-3
37	CCCn1c(-c2ccc(OC)cc2)nc2ccccc21	-1	83	3	-11	-2	26	96	-8	-7	95	0
38	C=CCC(C)(NCc1ccccc1)c1ccco1 (configuration not stated)	5	103	23	6	2	31	99	4	3	107	3
39	Cc1ccc2c(c1)/C(=C/c1ccco1)C(=O)N2	-4	102	-36	-5	-2	7	98	0	-2	101	-3
40	Cc1ccc(C(=O)c2ccccc2C(=O)OCC(=O)NCC2CCCO2)cc1 (configuration not stated)	0	100	0	-5	0	18	99	-3	-1	104	0
41	CCCN(C#N)c1nc(NCC)nc(NC(C)C)n1	-1	104	2	-4	-5	40	105	-1	-6	106	-1
42	O=C(CSc1ccc2nnc(-c3ccc(Cl)cc3)n2n1)N1CCc2ccccc21	9	99	-8	5	0	16	100	1	10	99	3
43	COc1ccc(NC(=O)Cc2ccc(Cl)cc2Cl)cn1	-1	100	-26	4	-2	11	?	0	0	99	3
44	CCOC(=O)COc1ccc(S(=O)(=O)NCCC2=CCCCC2)cc1	0	101	-15	-1	-6	19	104	1	-2	105	0
45	COc1cccc(-c2ccc(C#N)c(OC(=O)c3c(Cl)cccc3Cl)n2)c1	-2	101	0	-4	1	61	103	-1	-1	96	2
46	CCN1C(c2ccccc2)C(C)C(=O)C(C)C1c1ccccc1 (configuration not stated)	-3	102	-17	-12	0	8	106	-3	-2	102	-2
47	Cc1ccc(NC(CNS(=O)(=O)c2ccc(Cl)cc2)c2ccccc2)cc1 (configuration not stated)	-3	215*[activator]	-95	1	0	13	255*[activator]	-2	0	94	-2
48	O=C(/C=C/c1ccc2c(c1)OCO2)Nc1nc(-c2ccccc2)cs1	-12	99	-7	-22	-2	23	96	-7	-8	99	-1
49	CCN(CC)C(NC(=O)c1ccccc1)C(=O)c1ccccc1 (configuration not stated)	-1	99	-21	-4	0	54	100	-2	0	101	0
50	COc1ccc(-n2nnc3c(SCC(=O)NCc4ccco4)ncnc32)cc1	-12	110	-20	-7	-3	14	109	-6	-12	106	0

Arranged by SMILES length (low to high): 5 of the compounds above.
item	Structure	Bim-Bcl-2	RGS4-Gao reg	Mcl1 Bid PPI	Bim-Bfl-1	Bim-Mcl-1	GSH bead fluor	RGS7-Gao	Bim-Bcl-XL	Bcl-B Bim block	RGS8-Gao reg	Bim-Bcl-W
41	CCCN(C#N)c1nc(NCC)nc(NC(C)C)n1	-1	104	2	-4	-5	40	105	-1	-6	106	-1
46	CCN1C(c2ccccc2)C(C)C(=O)C(C)C1c1ccccc1 (configuration not stated)	-3	102	-17	-12	0	8	106	-3	-2	102	-2
44	CCOC(=O)COc1ccc(S(=O)(=O)NCCC2=CCCCC2)cc1	0	101	-15	-1	-6	19	104	1	-2	105	0
48	O=C(/C=C/c1ccc2c(c1)OCO2)Nc1nc(-c2ccccc2)cs1	-12	99	-7	-22	-2	23	96	-7	-8	99	-1
42	O=C(CSc1ccc2nnc(-c3ccc(Cl)cc3)n2n1)N1CCc2ccccc21	9	99	-8	5	0	16	100	1	10	99	3

Following part
item	Structure	Bim-Bcl-2	RGS4-Gao reg	Mcl1 Bid PPI	Bim-Bfl-1	Bim-Mcl-1	GSH bead fluor	RGS7-Gao	Bim-Bcl-XL	Bcl-B Bim block	RGS8-Gao reg	Bim-Bcl-W
51	O=C1NC(c2ccc3c(c2)OCO3)Oc2ccccc21 (configuration not stated)	-12	101	-22	-6	0	27	98	-4	-7	103	0
52	Cc1cccc(OCCCC(=O)NC(C)C)c1	2	92	-2	0	1	13	94	-1	0	97	2
53	O=C(NC1CCN(Cc2ccccc2)CC1)c1cc(-c2ccccn2)nc2ccccc12	-2	102	-7	-1	2	10	101	0	0	100	0
54	CCCC(=O)NCCc1nc2ccccc2n1CC(=O)c1ccccc1	0	98	-13	0	-2	10	96	-4	-5	98	0
